Bioassay records (PubChem BioAssay)
TRPML3 agonist = activates the human TRPML3 channel | Q8TDD5 | HEK293 TRPML3-YFP, Fluo-8 calcium fluorescence; 100% = the carbachol control signal | activation, % at 3 µM | actives 0.29% (n = 220,000) | AID 1448;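 active = activation above its plate's cutoff, the mean activation of the plate's test wells plus 3 SD, cut at about 12% in these data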;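 note: 0% = DMSO only wells and 100% = carbachol wells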
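Material: TRPML3-YFP stable HEK293 cells | Dosing: One concentration, 3 µM nominal, 0.3% DMSO | Timing: 125 s total fluorescence read per well | Technique: Fluo-8 calcium dye fluorescence, ex 470-495, em 515-575 nm | Measure: Percent activation from peak-to-basal fluorescence ratio, scaled between DMSO and carbachol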
PPC-1+TRAIL kill = compounds killing PPC-1 cancer cells with TRAIL present (potentiator screen, no TRAIL-free arm). actives 0.41% (n = 220,000). PPC-1 cells + TRAIL, ATPLite viability luminescence. AID 1443. cell killing (% activity), % at 4 µM;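 active = cell killing above 50% in the first pass at 4 µM, then a duplicate retest at 5 µM averaging 50% or more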;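 note: plate controls were cells with TRAIL plus DMSO for no effect and medium-only wells lacking cells for full effect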
Calpain2 inh = calpain II (pig) inhibition; purified calpain II, fluorogenic peptide substrate, 30 min; inhibition, % at 16 µM; actives 0.37% (n = 220,000); AID 1236;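 active = inhibition above about 50%, limit read from the data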
Furin inh = blocks human furin protease activity; P09958; purified furin, fluorogenic substrate cleavage; inhibition, % at 30 µM; actives 0.061% (n = 220,000); in the data active = inhibition above about 25%; note: inactives centre near -15
Target sequence (P09958 108-714 limits assumed): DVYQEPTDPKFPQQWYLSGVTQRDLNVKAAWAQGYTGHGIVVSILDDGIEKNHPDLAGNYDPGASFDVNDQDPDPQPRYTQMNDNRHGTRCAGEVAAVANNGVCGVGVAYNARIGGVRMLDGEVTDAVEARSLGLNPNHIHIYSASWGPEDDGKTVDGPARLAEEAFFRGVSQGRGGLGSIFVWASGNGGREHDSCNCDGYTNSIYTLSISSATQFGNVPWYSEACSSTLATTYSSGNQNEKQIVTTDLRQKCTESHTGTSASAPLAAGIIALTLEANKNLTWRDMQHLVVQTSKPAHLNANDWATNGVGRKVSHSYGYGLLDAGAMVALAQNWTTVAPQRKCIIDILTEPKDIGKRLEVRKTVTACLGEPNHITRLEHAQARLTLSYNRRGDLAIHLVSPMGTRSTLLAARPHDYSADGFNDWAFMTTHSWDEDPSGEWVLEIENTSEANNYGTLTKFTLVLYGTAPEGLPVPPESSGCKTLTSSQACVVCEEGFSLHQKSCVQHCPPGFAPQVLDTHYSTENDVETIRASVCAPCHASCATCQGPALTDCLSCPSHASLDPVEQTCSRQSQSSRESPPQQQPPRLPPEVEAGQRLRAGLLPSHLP
thrombin 1536 = blocks human thrombin protease activity | P00734 | alpha-thrombin, Boc-VPR-AMC fluorogenic substrate cleavage | inhibition, % at 5 µM | actives 0.26% (n = 220,000) | AID 1046;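 active = inhibition at or above 40%; inactive = inhibition below 40%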;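 note: 0% = enzyme with no compound and 100% = wells without enzyme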
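Material: human alpha-thrombin protein; Also added: Boc-VPR-AMC substrate, 15 µM final; Timing: enzyme reaction carried out at room temperature; Signal: fluorescence, ex 355 nm, em 460 nm; Measure: % inhibition of thrombin; Controls: enzyme without compound as high, wells lacking enzyme as low.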
Cl transport mod = modulators of human KCC2 chloride dependent transport | Q9H2X9 | KCC2 cells, thallium flux FluoZin-2 fluorescence | B-score of Tl+ flux slope (higher = more flux/activation; lower = inhibition) at 10 µM | actives 2.2% (n = 190,000) | AID 1456;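 active = thallium flux slope and its plate-corrected score both differing from the plate sample mean at a set confidence after two filtering rounds, in either direction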;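 note: slope of fluorescence scaled to starting intensity during 10 to 20 s after thallium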
TRPN1 ag = activates the zebrafish TRPN1 channel; actives 0.18% (n = 220,000); activation, % at 3 µM; HEK293 zebrafish TRPN1-YFP, Fluo-8 calcium fluorescence; 100% = response to 87 µM carbachol;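 active = activation above its plate's cutoff, the mean activation of test wells on that plate plus 3 SD, cut at about 19% in these data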;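 note: 0% = DMSO alone and 100% = 87 µM carbachol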
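Material: zebrafish TRPN1-YFP in HEK293 cells. Doses: one dose of 3 µM, 0.3% DMSO. Incubation: dye 1 h 37 °C plus 30 min RT. Measured by: intracellular calcium fluorescence with Fluo-8.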
Tb hexokinase = T. brucei hexokinase 1 inhibition; recombinant TbHK1, G6PDH-coupled NADH A340; inhibition, % at 10 µM; actives 0.11% (n = 220,000); AID 1430;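 active = inhibition of 50% or more in the single-dose primary screen; inactive = inhibition below 50%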
EBV gp42 inh = EBV gp42 inhibition; Q1HVG2; Fluorescence polarization binding assay, mP read-out; inhibition, % (tested at 21.74 µM); actives 0.42% (n = 220,000); AID 1085; in the data active = inhibition above about 50%
Target sequence (Q1HVG2 whole entry, looked up): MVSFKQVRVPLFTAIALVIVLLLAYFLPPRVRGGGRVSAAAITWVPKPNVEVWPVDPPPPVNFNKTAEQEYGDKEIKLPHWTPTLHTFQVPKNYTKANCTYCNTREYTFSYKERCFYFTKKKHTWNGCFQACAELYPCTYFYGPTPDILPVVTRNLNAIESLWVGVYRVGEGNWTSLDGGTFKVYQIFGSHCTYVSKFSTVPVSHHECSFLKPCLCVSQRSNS
Numbers without * were called inactive; i = inactive; / = not tested or not shown; [ ] = another dose, or the depositor's remark.

1: COc1ccc2nc(N3C(=O)/C(=C/c4ccccc4)NC3=S)sc2c1
2: O=C(OCCN1CCCCC1)c1ccc(O)cc1
3: C1CN(CC23CC4CC(CC(C4)C2)C3)CCO1
4: O=C(O)C1CCC(Cn2c(SCc3cc(=O)n4ccccc4n3)nc3ccsc3c2=O)CC1 (centres undefined)
5: CCOC(=O)c1c(NC(=O)OC)sc(C(=O)N(C)C)c1C
6: OC(CNC1CCCCC1)CNC1CCCCC1
7: Cc1ccc(S(=O)(=O)Nc2ccc3c(c2)CCC3)cc1C
8: O=C(Oc1cccc(-n2cnnn2)c1)c1ccccc1
Assay by compound	1	2	3	4	5	6	7	8
TRPML3 agonist	3.8	0.6	0.9	0.6	0.4	1.1	0.4	0.3
PPC-1+TRAIL kill	30	27	18	/	0	13	28	-10
Calpain2 inh	-2	-12	-14	-22	-5	-10	42	-24
Furin inh	8	-17[20 µM]	-19[20 µM]	-20	-13[20 µM]	-19	-12	-33
thrombin 1536	-2	2	-3	2	-4	2	-5	-6
Cl transport mod	76*	0.26	-0.0058	-2.3	1.6	0.35	-1.6	/
TRPN1 ag	5.2	0.1	0.3	1.5	-0.8	-0.2	-0.4	0.2
Tb hexokinase	42	5	2	-18	-6	2	4	-2
EBV gp42 inh	-26	-16	-16	-5	2	-5	-3	1

9: COCCCNC(=O)CC(NS(=O)(=O)c1ccc(C)cc1)c1ccc(OC)cc1 (centres undefined)
10: CCOC(=O)c1c(SC)[nH]c2c(Cl)cccc2c1=O
11: Cn1c(=O)n(CCOc2ccc([N+](=O)[O-])cc2)c2ccccc21
12: CC(=O)c1ccc(S(=O)(=O)N2CCCC2)cc1
13: CC(C)(C)c1cc(NC(=O)c2cc(F)c(F)c(F)c2F)no1
14: O=C(Cn1c(=O)c2c(ncn2Cc2ccccc2)n(Cc2ccccc2)c1=O)NC1CC1
15: O=C1C(Cl)=C(NCC2CCCO2)C(=O)N1c1ccccc1 (centres undefined)
16: Cc1ccc(Cc2c[nH]c(=S)s2)cc1
Assay by compound	9	10	11	12	13	14	15	16
TRPML3 agonist	-0.5	1.3	-0.3	0.9	1.0	0.9	0.2	-0.8
PPC-1+TRAIL kill	4	0	-1	5	8	3	-8	21
Calpain2 inh	-16	-25	2	-4	-15	1	3	10
Furin inh	-22[20 µM]	-16	-10	-21[20 µM]	-16	-23	-39	-24
thrombin 1536	-11	-7	2	-1	0	6	-3	3
Cl transport mod	-0.97	3.2	-1.2	/	-0.2	1.5	/	194*
TRPN1 ag	-0.5	2.0	1.7	0.1	0.2	2.1	1.1	-2.6
Tb hexokinase	0	-6	-17	-3	5	-1	-1	-2
EBV gp42 inh	7	-6	-4	-15	-1	-17	-6	-13

17: O=C(CSc1nnc(Cc2cccs2)n1Cc1ccco1)Nc1ccc(Cl)cc1Cl
18: CCOC(=O)C(Cc1ccccc1)NS(=O)(=O)c1ccc(NC(C)=O)cc1 (centres undefined)
19: O=C(Nc1nc(-c2ccc(Cl)cc2)cs1)C1CCCO1 (centres undefined)
20: NC(=S)Nc1ncc(C(F)(F)F)cc1Cl
21: COC(=O)CSCC(=O)Nc1cc2c(cc1C(C)=O)OCO2
22: O=C(N/N=C/c1ccc(Cl)c([N+](=O)[O-])c1)c1cc(-c2ccccc2)nc2ccccc12
23: COc1ccc(-c2nc(C#N)c(N3CCC(C(N)=O)CC3)o2)cc1OC
24: CC(=O)Nc1cc(C(=O)N2CCOCC2)ccc1S(=O)(=O)c1ccc(C)cc1
Assay by compound	17	18	19	20	21	22	23	24
TRPML3 agonist	-1.6	0.7	0.9	0.6	-0.3	1.1	-0.5	0.3
PPC-1+TRAIL kill	2	20	17	-3	15	/	1	-2
Calpain2 inh	2	-14	49	1	-26	-18	i	-12
Furin inh	-14	-11	-13	-17	2	-26	-59[20 µM]	-21
thrombin 1536	-23	-4	-4	1	1	0	-7	-2
Cl transport mod	/	/	-2.3	16*	/	0.12	2.1	/
TRPN1 ag	-2.1	2.1	0.0	0.4	-0.2	0.7	2.0	0.1
Tb hexokinase	9	6	7	1	-15	-4	-29	-5
EBV gp42 inh	0	2	-7	-1	6	7	-17	-23

25: CCC1CCCCN1CCCNC(=O)CCCNC(=O)Cn1cnc2sc3c(c2c1=O)CCCC3 (centres undefined)
26: COc1ccc(C(=O)NCC(=O)N/N=C/C(C)=C/c2ccco2)cc1OC
27: Cc1ccc(C(=O)CSc2nc(-c3ccccc3)cc(=O)[nH]2)cc1
28: COc1cc(N2CCCC2)ccc1C=O
29: CC(C)CCOc1ccc(C2(C)NC(=O)N(CN3CCOCC3)C2=O)cc1 (centres undefined)
30: NS(=O)(=O)c1ccc(NC(=O)COC(=O)Cc2ccc(Cl)cc2)cc1
31: O=C(NC(=S)Nc1cc(C(F)(F)F)ccc1N1CCOCC1)c1ccc(-c2cccc(Cl)c2)o1
32: COc1ccc(N(C(=O)c2ccccc2OC(C)=O)C(C)C2CC2)cc1 (centres undefined)
Assay by compound	25	26	27	28	29	30	31	32
TRPML3 agonist	0.6	0.8	0.6	0.6	1.1	1.0	0.5	-0.7
PPC-1+TRAIL kill	22	-23	31	-7	8	5	20	15
Calpain2 inh	0	4	-61	2	-7	16	4	0
Furin inh	-19	3	-20	-3	2	-16	-4	-4[20 µM]
thrombin 1536	-3	0	-3	-3	-7	-8	-10	-1
Cl transport mod	1.1	-1.9	0.083	0.19	0.64	1.1	1.4	-0.17
TRPN1 ag	-1.0	0.2	1.3	0.9	2.3	1.0	-0.8	-0.9
Tb hexokinase	0	-63	-5	-45	2	-1	-33	-1
EBV gp42 inh	-22	4	-10	-10	1	-7	-8	-7

33: COc1ccc(OC)c(NC(=O)c2sc3nc(Cc4ccccc4)cc(C(F)(F)F)c3c2N)c1
34: CC1Oc2ccccc2C=C1C1/C(=C(/O)c2ccccc2)C(=O)C(=O)N1CCCN(C)C (centres undefined)
35: Cc1ccc(N(C(=O)c2sc(C)nc2C)C(C(=O)NC(C)(C)C)c2ccncc2)cc1 (centres undefined)
36: COC(=O)C1=C(C)NC(=O)NC1c1ccc(OCC(=O)N2CCCCC2)cc1 (centres undefined)
37: COc1cc2ccccc2nn1
38: O=C(c1ccccc1S(=O)(=O)NCc1ccccc1)N1CCCC1
39: COc1ccc(OCc2nnc(SCC(=O)c3c(N)n(C)c(=O)n(C)c3=O)n2-c2ccccc2F)cc1
40: CCn1c(=O)cc(SCC(=O)Nc2cccc(SC)c2)c2ccccc21
Assay by compound	33	34	35	36	37	38	39	40
TRPML3 agonist	0.2	0.1	0.1	0.6	0.7	/	0.9	1.2
PPC-1+TRAIL kill	19	7	-2	26	-11	17	18	25
Calpain2 inh	-333	-24	2	-7	-151	4	-11	2
Furin inh	-16[20 µM]	-11	-16	6	-27	-13	-28	-14[20 µM]
thrombin 1536	-3	3	-2	-1	-3	3	-4	2
Cl transport mod	0.14	/	0.0067	-0.12	0.37	1.1	-0.035	0.96
TRPN1 ag	-1.1	0.8	1.8	0.0	1.6	/	0.3	0.3
Tb hexokinase	-20	-27	3	6	3	-8	-3	-5
EBV gp42 inh	-13	-9	-10	-7	-4	-26	-12	-13

41: O=S(=O)(Nc1ccc(O)c(CN2CCCCC2)c1)c1ccccc1
42: O=C(CSc1nncs1)NCc1ccc(F)cc1
43: Cc1ccc(C)c(N=Cc2ccc(-c3ccc([N+](=O)[O-])cc3)o2)c1
44: CCCCOC(=O)Nc1cccc(C(=O)OCC)c1
45: CC(=N\Nc1ccc(Cl)cc1)/C(=N/O)C(=O)Nc1ccccc1
46: Cc1nc2ccc(F)cc2cc1C(=O)NCc1ccco1
47: Cc1c(N2C(=O)c3ccc(F)cc3C2=O)c(=O)n(-c2ccccc2)n1C
48: CCCCCCNCCn1cnc2c(N)ncnc21
Assay by compound	41	42	43	44	45	46	47	48
TRPML3 agonist	1.1	0.5	0.3	-0.8	0.6	0.2	0.6	1.1
PPC-1+TRAIL kill	12	21	-2	24	20	-4	18	-12
Calpain2 inh	8	-7	-111	16	-16	-5	-10	-9
Furin inh	-22	-26	-25	-1[20 µM]	-6	-16[20 µM]	-15[20 µM]	-9[20 µM]
thrombin 1536	6	-3	/	-1	6	1	0	-7
Cl transport mod	0.75	0.78	0.91	0.38	0.023	1.5	-0.21	0.028
TRPN1 ag	0.5	0.5	0.4	-0.7	2.0	2.4	0.6	1.7
Tb hexokinase	1	-1	-7	9	-14	5	6	3
EBV gp42 inh	-12	-22	-10	-19	-6	-6	-6	-3

49: COC(=O)COc1cc(Cl)c(C=O)cc1OC
50: CCOc1cccc(NC(=O)C2CCCN(S(=O)(=O)c3ccc(OC)cc3)C2)c1 (centres undefined)
51: COC(C[C@@H](O)C[C@@H](O)COCc1ccccc1)OC
52: Fc1ccc2[nH]c3c(N4CCN(C5CCCCC5)CC4)ncnc3c2c1
Assay by compound	49	50	51	52
TRPML3 agonist	0.7	0.1	/	0.6
PPC-1+TRAIL kill	6	5	4	11
Calpain2 inh	11	20	-10	-315
Furin inh	-5	-14	-22	-12
thrombin 1536	-3	1	-4	-2
Cl transport mod	-0.35	0.0026	0.86	0.44
TRPN1 ag	0.1	-0.2	/	0.3
Tb hexokinase	0	-1	2	-8
EBV gp42 inh	-11	-8	0	-21
